p53ts 39C kill: qHTS Screen for Compounds that Selectively Target Cancer Cells with p53 Mutations: Cytotoxicity of p53ts Cells at the Nonpermissive Temperature | H1299-p53A138V viability at 39C, ATP luminescence, 24 h | Potency, µM (series often up to 46.1 µM), inactives show at the top dose activity change, negative = cell killing, actives largely listed as cytotoxic | hit rate 1.5% among 130,000 | AID 902, 2007; further: nearly all actives have a fitted effect of over 55% in size
IkB signaling: IkB Signaling; ABC-DLBCL IkBa-CBG/CBR dual luciferase ratio, 4 h; response scale: scaled: untreated 0%, proteasome inhibitor 100%; Potency, µM (doses to about 57.1 µM), for inactives: at the highest dose IkBa stabilization activation; hit rate 0.04% among 110,000; AID 445, 2006; active means well fitted curve in the direction sought with a large enough effect in the signal ratio, not every such curve was filed as active; inconclusive means small, poorly fitted or top-dose-only effect, or a change in a side signal; the % refers to the signal ratio;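 further: the direction sought is a rising ratio; 0% = basal untreated cells and 100% = reference inhibitor full response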
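Curves were fitted separately to fusion (green), unfused (red) and ratio luminescence, then classed by r2, magnitude and activity. Cells: OCI-Ly3, 4 h compound plus doxycycline at 37C; 10 uM MG-132 defined full response.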
p53ts 32C tox: qHTS Screen for Compounds that Selectively Target Cancer Cells with p53 Mutations: Cytotoxicity of p53ts Cells at the Permissive Temperature | H1299-p53A138V at 32C, ATP luminescence viability, 24 h | hit rate 0.93% among 130,000 | Potency, µM (series often up to 46.1 µM), for inactives: at the top dose activity change, negative = cytotoxicity, most hits filed as cytotoxic;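 further: 0% = DMSO and -100% = full killing by reference compound; nearly all actives have a fitted effect of over 55% in size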
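ATP-content luminescence (ATPlite) read-out after 24 h compound exposure at 32C in H1299-p53A138V cells (600/well). Tested up to 46 uM. Normalized to DMSO (0%) and 100 uM tamoxifen (100% killing); Hill-fit AC50.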
Imprint erasure: qHTS Assay for Compounds that Induce Erasure of Genomic Imprints; Potency, µM (series often up to 60.7 µM), inactives show top-dose activity change, positive = activation, actives largely listed as activators; mouse ES Peg3-LacZ reporter, beta-gal luminescence, 40 h; AID 1948, 2009; hit rate 0.02% among 110,000;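 further: 0% = negative control wells on the plate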
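Imprint erasure is scored as LacZ activity from the silenced maternal Peg3 allele in feeder-free female ES cells cultured 40 h with LIF. Luminescence is normalized to in-plate negative controls and fitted to the Hill equation.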
Starred values were filed as active, the others as inactive; ? = inconclusive; . = no result given; [ ] = dose if it differs, or a comment. Unless noted, the call rests on the fitted dose curve; in most records, active means well fitted curve in the direction sought with a large enough effect; inconclusive means small, poorly fitted or top-dose-only effect, or another doubt; inactive means no such curve, though single readings can be large; an effect the other way counts as inactive or inconclusive. Unless noted, on the % scale 0 is the no-effect control and ±100 the full control effect; potency means the concentration at half of the fitted maximal effect.

SMILES | p53ts 39C kill | IkB signaling | p53ts 32C tox | Imprint erasure
Cn1c(C(=O)N2CCCC(C(=O)N3CCN(C(=O)c4ccco4)CC3)C2)cc2sccc21 (configuration not stated) | 3% | 3.5% | 2% | -10%
CCCS(=O)(=O)N1CCCC(C(=O)NCCN(CC)CC)C1 (configuration not stated) | -22% | -0.4% | -9% | -11%
Cc1nn(Cc2ccc(Cl)cc2)c(C)c1NC(=O)c1noc2c1CCc1ccccc1-2 | 3% | ? | 35%[activator] | 10%[10.9 µM]
CCOc1ccc(N2C(=O)c3cccnc3C2Nc2ccc(C)cc2)cc1 (configuration not stated) | 2% | 0.2% | 1% | -11%
O=C(Nc1cccc(Cl)c1)c1ccncc1 | 3% | -4.2% | 0% | -22%
Cc1ccoc1C(=O)NCc1occc1C(=O)O | 5% | 13% | 4% | -22%
CCOC(=O)c1c(C)c(C(=O)NC(C)COC)c(C)n1CC (configuration not stated) | 10% | 1.6% | -13% | -4%
CN(C1CCCCC1)S(=O)(=O)c1ccc2c(c1)c(=O)c(C(=O)NCc1ccc(F)cc1)cn2C | -1% | 0.9% | 0% | -10%[10.9 µM]
COc1ccc2sc(NC(=O)c3ccco3)nc2c1 | 10µM* | ? | 10µM* | -85%[inhibitor]
CCOC(=O)CNC(=O)c1nn(-c2ccc(OCC)cc2)c(=O)c2ccccc12 | -6% | -0.5% | -1% | -15%
COc1ccc(OCC2CNC(=O)O2)cc1 (configuration not stated) | -2% | -0.3% | -3% | .
O=c1c(-c2cccs2)nc2cnc(Oc3cccc(Cl)c3)nc2n1C[C@H]1CCCO1 | -3% | 0.4%[11.4 µM] | 6% | .
COc1cc(OC)c(NC2(c3ccccc3)C(=O)c3ccccc3C2=O)cc1Cl | ? | -0.4% | -1% | -8%[10.9 µM]
CCn1c(SCc2nc3ccccc3[nH]2)nnc1-c1cccs1 | 11% | 0.7% | -1% | -16%
O=C(CCn1c(=O)oc2ccccc21)NCCCN1CCN(c2ccc(F)cc2)CC1 | -4% | -0.5% | -8% | -17%
O=C(COc1ccccc1Cl)NCC1(N2CCOCC2)CCCCC1 | -1% | ? | -2% | ?
O=C(CCn1c(=O)oc2ccccc21)N1CCCCCC1 | -8% | -0.1% | -7% | -15%
COc1ccc(NC(=O)CC2CCCCC2)cc1OC | 0% | -1.0% | 3% | -10%
COCCNc1nnc(SCC(=O)N2CCN(S(=O)(=O)c3ccccc3)CC2)s1 | 3% | -0.1% | 2% | -12%
O=C(CCS(=O)(=O)c1cc(Br)cc2c1N(C(=O)C1CC1)CC2)Nc1ccc(Br)cc1F | 3% | 0.4% | 14% | 4%[10.9 µM]
COCCn1c(SCc2cccnc2)nnc1-c1ccco1 | 2% | 1.6% | -4% | .
Cc1cc(C)cc(N2CC(c3nc4ccccc4n3C)CC2=O)c1 (configuration not stated) | -7% | 0.3% | 8% | ?
COc1ccc(N(CC(=O)NCCc2cccc(C)c2)S(=O)(=O)c2c(C)nn(C)c2C)cc1 | -11% | ? | 3% | 24%[10.9 µM]
O=C(CSc1nnc(COc2cccc3cccnc23)o1)c1ccc(F)cc1 | -21% | ? | -3% | -14%
Cc1cccc(OCC(=O)Nc2ccc(-c3nc4cc(C)ccc4o3)c(O)c2)c1 | 10µM* | 3.0% | -25% | -6%[10.9 µM]

Limited to p53ts 32C tox, IkB signaling and Imprint erasure, for 4 of the compounds above:
Structure | p53ts 32C tox | IkB signaling | Imprint erasure
COCCNc1nnc(SCC(=O)N2CCN(S(=O)(=O)c3ccccc3)CC2)s1 | 2% | -0.1% | -12%
O=C(CCS(=O)(=O)c1cc(Br)cc2c1N(C(=O)C1CC1)CC2)Nc1ccc(Br)cc1F | 14% | 0.4% | 4%[10.9 µM]
COCCn1c(SCc2cccnc2)nnc1-c1ccco1 | -4% | 1.6% | .
Cc1cc(C)cc(N2CC(c3nc4ccccc4n3C)CC2=O)c1 (configuration not stated) | 8% | 0.3% | ?

Additional compounds
SMILES | p53ts 39C kill | IkB signaling | p53ts 32C tox | Imprint erasure
COc1ccc(Cn2c(-c3ccc(OC)cc3)nc3ccccc32)cc1 | 1% | . | 7% | .
CC1CCN(C(=O)Cn2cc(C#N)c3ccccc32)CC1 | 10% | . | 9% | .
CC(=O)Nc1ccc(NC(=O)CSc2nccn2C)cc1 | 5% | 0.9% | 4% | -8%[10.9 µM]
CCCCc1nc(Cl)c(C#N)c2c1CSC(C)(C)C2 | 9% | . | -9% | .
Cc1ccc(NC(=O)c2oc3ccc(S(=O)(=O)N4CCC5(CC4)OCCO5)cc3c2C)cc1C | -24% | 3.2% | -13% | -12%[10.9 µM]
CCNc1nc(NCC)n2c(SCC(=O)NCC3CCCCC3)nnc2n1 | -27% | . | -2% | .
C=CCNc1nc2ccccc2nc1NS(=O)(=O)c1cccs1 | 5% | 0.2% | 2% | 20%
COc1ccccc1S(=O)(=O)Cc1ccc(C(=O)NC(C)c2ccc3c(c2)OCCO3)o1 (configuration not stated) | 9% | 1.8% | 10% | -15%
COc1ccc(-n2c(=O)c3ccc(C(=O)NCc4ccc(C)cc4)cc3n(Cc3ccc(C)cc3)c2=O)cc1 | -12% | -1.7% | 5% | 18%[10.9 µM]
Cn1cccc1CNC(=O)Nc1ccc(Cl)c(Cl)c1 | -10% | 1.1% | -3% | -15%
CC1=C(/C=C/C(C)=C/C=C/C(C)=C\C(=O)O)C(C)(C)CCC1 | 4% | . | 7% | ?
CCn1c(SCC(=O)Nc2ccc3c(c2)OCO3)nnc1-c1cnccn1 | -17% | -1.1% | -1% | -1%
C#CC1(O)CC(C)N(C)C(C)C1 (configuration not stated) | 8% | 0.7% | -1% | -2%
CC(=O)C1=C(c2ccc(Cl)cc2)N(C(C)=O)n2c(nnc2C2CCCCC2)S1 | ? | ? | 1% | -11%[10.9 µM]
COc1ccc(N2CCN(C(CNC(=O)C(=O)NCCc3ccccc3)c3cccnc3)CC2)cc1 (configuration not stated) | -21% | ? | -1% | -13%[10.9 µM]
COc1cccc(C2CC(c3ccc(Cl)cc3)Nc3nc(N)nn32)c1 (configuration not stated) | -7% | 1.7% | 4% | -9%
c1cc2c(cc1Cn1cnnn1)OCO2 | -1% | -0.6% | 0% | -1%
C[C@](O)(C(=O)Nc1ccc(S(=O)(=O)c2ccccc2)cc1)C(F)(F)F | -14% | 0.7% | 3% | -14%
O=C(c1ccco1)N1CCC2(CCCN(Cc3ccncc3)C2)CC1 | -1% | 0.6%[11.4 µM] | 0% | .
CCOc1cc(C(=O)OCc2ccc(C(=O)OC)o2)cc(Br)c1OC | -19% | 0.7% | -10% | -1%
COc1cc(O)cc(/C=C/c2ccccc2)c1 | ? | . | ? | -50%[inhibitor]
O=S(=O)(NCC(c1ccccc1)N1CCNCC1)c1ccc(Cl)cc1 (configuration not stated) | -9% | 5.0% | 7% | -45%[inhibitor]
Cc1cc(C)n(-c2nc3ccccc3c(=O)n2OCc2ccc(F)cc2)n1 | -1% | -1.3% | 3% | 12%
Cc1cc(C)c(/C=C/c2onc(C)c2S(=O)(=O)N2CCC(C(=O)N3CCN(c4ccc(Cl)cc4)CC3)CC2)c(C)c1 | 9% | 1.2% | 0% | 8%[10.9 µM]
CCCCN(CC)S(=O)(=O)c1ccc(C(=O)Nc2nnc(COC)o2)cc1 | ? | 0.6% | -24% | -22%
SMILES | p53ts 39C kill | IkB signaling | p53ts 32C tox | Imprint erasure
Cc1ccnc(NC(=O)c2cc(-n3cnnc3)ccc2Cl)c1 | 12% | . | -1% | .
COC(=O)c1ccc(C(NC(=O)OCc2ccccc2)/C(C)=C/[C@@H](C)C(=O)NCc2nn(-c3ccccc3)nc2C)cc1 (some centres not stated) | -7% | . | 13% | -14%
Cc1csc2nc(COC(=O)c3ccc(NC(=O)c4ccccc4Br)cc3)cc(=O)n12 | -10% | ? | 5% | -19%[10.9 µM]
CCCC(=O)Nc1ccc(Cl)c(NC(=O)C(C)(C)C)c1 | 11% | -0.1% | 10% | 22%
COc1ccccc1Nc1nc(N)nc(CSc2ncccn2)n1 | -3% | -1.5% | 0% | -7%
CCOC(=O)N1CCN(c2cc(=O)n(-c3ccc(OC)cc3)c(=O)[nH]2)CC1 | 2% | -1.4% | -10% | 3%
Cc1ccc(C)c(NC(=O)N2CCN(C)c3ncccc32)c1 | 24% | 1.2% | -6% | -10%[10.9 µM]
CC(C)Oc1ccc2nnnn2n1 | 15% | -2.0% | -13% | -1%
CCn1cnc2c1c(=O)n(CC(=O)N1CCc3ccccc31)c(=O)n2Cc1ccccc1 | -4% | ? | -9% | -7%
O=C1CCCc2c1nc(-c1ccco1)n2O | 14% | -0.8% | 3% | -4%
Cc1cc(C)n2nc(NCc3ccccc3Cl)nc2n1 | 23% | ? | 1% | -4%[10.9 µM]
CCOC(=O)c1cccc(NS(=O)(=O)c2cn(C)c(C)n2)c1 | -5% | -3.2% | -7% | -8%[10.9 µM]
O=C(O)CCSc1nnc(-c2ccc(Cl)cc2Cl)o1 | ? | ? | 13µM* | 13%[10.9 µM]
Cc1nc2cc(S(=O)(=O)N3CCC(C(=O)O)CC3)ccc2n1C1CCCC1 | 2% | . | -11% | .
O=C(Nc1cccc(NC(=O)c2ccc(Br)o2)c1)c1ccccc1 | -10% | ? | -16% | -9%[10.9 µM]
CCN1CCN(CC(=O)Nc2sc3c(c2C#N)CCC(C)C3)CC1 (configuration not stated) | -12% | -0.1% | -8% | -5%
COC(=O)c1ccc(C2CC(=O)Nc3c2c(C)nn3-c2nc(C)cc(C)n2)cc1 (configuration not stated) | 18% | 0.0% | 4% | -17%[10.9 µM]
CCN(CC)CCCNC(=O)c1ccc(Cn2c(=O)[nH]c3cc(OC)c(OC)cc3c2=O)cc1 | 12% | -1.3% | -2% | 7%[10.9 µM]
Cc1ccc(-n2nc(CO)c(C(=O)NCc3cccs3)n2)cc1 | 0% | -2.0% | 2% | -14%[10.9 µM]
CCCNC(=O)Nc1ccccc1C(=O)Nc1ccc(OC)cc1 | -3% | -1.5% | -8% | -12%
Cc1ccc(CNC(=O)CCCn2c(=O)c3ccccc3n(CC(=O)C(C)(C)C)c2=O)cc1 | 2% | -2.3% | -7% | -8%[10.9 µM]
CCOc1ncccc1C(=O)OCC(=O)NCCc1ccc(OC)cc1 | -4% | 0.2% | 2% | -6%
CCc1ccc2nc(N(Cc3cccnc3)C(=O)c3cccs3)sc2c1 | -16% | 33% | -2% | -22%[10.9 µM]
O=C(NCCCN1CCOCC1)c1c(O)c2ccccc2[nH]c1=O | -1% | -1.8% | -11% | .
Cc1nc(N)c(S(=O)(=O)c2ccccc2)c(Nc2ccc(Br)cc2)n1 | 5% | -2.4% | 0% | -12%[10.9 µM]
SMILES | p53ts 39C kill | IkB signaling | p53ts 32C tox | Imprint erasure
CCN1CCN(c2oc(-c3ccc(COc4ccccc4C)o3)nc2C#N)CC1 | -10% | ? | 61%[activator] | -20%[10.9 µM]
CCSc1nnc(Cc2cc(=O)[nH]c(=O)[nH]2)n1-c1cc(C)ccc1C | -5% | 1.6% | 13% | 22%
CCN1C(=O)/C(=C\c2cn(CCC#N)nc2-c2ccc(F)cc2)SC1=S | 2% | . | -18% | .
CCCCc1c(O)nc(N2CCN(Cc3ccccc3)CC2)[nH]c1=O | 2% | 2.2% | 7% | -14%
CCOC(=O)N/N=C1/C[C@@H](O)[C@@H](O)[C@@H]2[C@@H]3C(=O)N(Cc4ccc5c(c4)OCO5)C(=O)[C@H]3CC[C@@H]12 | 7%[9.22 µM] | . | -5%[9.22 µM] | .
N#Cc1ccc(CSc2nnc(NC(=O)C3CCCO3)s2)cc1 (configuration not stated) | -5% | 1.1% | -8% | 7%

Some of these compounds in order of the IkB signaling value, ascending:
Compound	IkB signaling
N#Cc1ccc(CSc2nnc(NC(=O)C3CCCO3)s2)cc1 (configuration not stated)	1.1%
CCSc1nnc(Cc2cc(=O)[nH]c(=O)[nH]2)n1-c1cc(C)ccc1C	1.6%
CCCCc1c(O)nc(N2CCN(Cc3ccccc3)CC2)[nH]c1=O	2.2%

2 entries from above, field by field.
> CCN1CCN(c2oc(-c3ccc(COc4ccccc4C)o3)nc2C#N)CC1
  p53ts 39C kill = -10%	IkB signaling = ?	p53ts 32C tox = 61%[activator]	Imprint erasure = -20%[10.9 µM]
> CCSc1nnc(Cc2cc(=O)[nH]c(=O)[nH]2)n1-c1cc(C)ccc1C
  p53ts 39C kill = -5%	IkB signaling = 1.6%	p53ts 32C tox = 13%	Imprint erasure = 22%

Compound activity: PubChem, National Center for Advancing Translational Sciences (NCATS)
